# sPLA2-III inh = Blocks human group III sPLA2 activity; Q9NZ20; QFRET BODIPY PC-A2 liposome hydrolysis, fluorescence; inhibition, % at 12.2 µM; 370,000 compounds, 0.56% hits;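 active = inhibition above mean plus 3 SD of compounds lying within the high and low control bounds, cut at about 19% in these data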;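 also: 0% = median of test compound wells and 100% = no enzyme DMSO wells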
# DAX1 inh-1 = inhibitors of DAX1 repression of SF-1 activated StAR promoter; inhibition, % at 6.8 µM; HEK293T StAR-luciferase reporter, SF-1/DAX-1 repression relief; AID 652010; 370,000 compounds, 1.1% hits;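 active = inhibition above the mean over all tested compounds plus 3 SD, cut at about 3.6% in these data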;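 also: 0% = DAX-1 cells with DMSO and 100% = cells lacking DAX-1 with DMSO; higher inhibition means more luminescence from relief of DAX-1 repression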
# ssDAF-12 act = activators of S. stercoralis DAF-12 nuclear receptor | HEK293 ssDAF-12/GRIP1 lit1-tk-luc reporter, luminescence; % of 3 µM dafachronic acid response | AID 652126 | activation, % at 6.8 µM | 370,000 compounds, 1% hits;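 active = activation above the mean over all tested compounds plus 3 SD, cut at about 0.9% in these data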;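 also: 0% = DMSO-only wells and 100% = 3 µM delta7-dafachronic acid wells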
# DAX1 inh-2 = NR0B1 (DAX1) inhibition; 340,000 compounds, 0.99% hits; P51843; HEK293 Gal4-DAX1 luciferase reporter, luminescence; inhibition, % at 6.75 µM; AID 504766;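 active = inhibition above the mean over all tested compounds plus 3 SD, cut at about 4.2% in these data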;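 also: 0% = DAX1-transfected cells with DMSO and 100% = empty-vector control cells with DMSO; inhibition shows as a rise in luminescence from relieved DAX1 repression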
# FXN GAA850 act = activators of GAA850 frataxin (FXN) promoter; HEK293 lucGAA850 FXN promoter luciferase reporter, 24 h; percent of 10 µM SAHA response; activation, % at 6 µM; 360,000 compounds, 0.56% hits; AID 540364;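 active = activation above the average of all compounds screened plus 3 SD, cutoff fixed separately per campaign, cut at about 7.5% in these data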;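 also: 0% = DMSO wells and 100% = 10 µM SAHA wells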
# SMARCA2 act = increases SMARCA2 function in MMTV reporter cells; MG213 cells, MMTV-luciferase reporter, dexamethasone, overnight; activation, % at 9.1 µM; 370,000 compounds, 1% hits; AID 652017; in the data active = activation above about 7.8%;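 also: 0% = vehicle wells and 100% = reference activator wells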
# hgDAF12 agonist = agonists of H. glycines DAF-12 nuclear receptor; HEK293 GAL4-hgDAF12 UAS-luciferase reporter, agonist luminescence; normalized to butyrate control; activation, % at 6.8 µM; 370,000 compounds, 1.8% hits; AID 687014;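 active = activation above a cutoff set at the mean of all screened compounds plus 3 SD, cut at about 10% in these data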;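 also: 0% = DMSO wells and 100% = sodium butyrate wells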
# PG9 binder = binds the HIV-1 gp120 antibody PG9; TR-FRET gp120-PG9 antibody binding; inhibition, % at 6.7 µM; 360,000 compounds, 0.43% hits; AID 624416; in the data active = inhibition above about 8.5%
# PLCb3 inh = PLC-beta3 (human) inhibition, primary screen | Q01970 | Purified PLC-beta3, fluorogenic substrate, fluorescence | inhibition, % at 12.2 µM | 370,000 compounds, 0.18% hits; in the data active = inhibition above about 11%;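 also: 0% = median of compound wells on plate and 100% = full blocker control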
# Target sequence (Q01970 whole entry, looked up): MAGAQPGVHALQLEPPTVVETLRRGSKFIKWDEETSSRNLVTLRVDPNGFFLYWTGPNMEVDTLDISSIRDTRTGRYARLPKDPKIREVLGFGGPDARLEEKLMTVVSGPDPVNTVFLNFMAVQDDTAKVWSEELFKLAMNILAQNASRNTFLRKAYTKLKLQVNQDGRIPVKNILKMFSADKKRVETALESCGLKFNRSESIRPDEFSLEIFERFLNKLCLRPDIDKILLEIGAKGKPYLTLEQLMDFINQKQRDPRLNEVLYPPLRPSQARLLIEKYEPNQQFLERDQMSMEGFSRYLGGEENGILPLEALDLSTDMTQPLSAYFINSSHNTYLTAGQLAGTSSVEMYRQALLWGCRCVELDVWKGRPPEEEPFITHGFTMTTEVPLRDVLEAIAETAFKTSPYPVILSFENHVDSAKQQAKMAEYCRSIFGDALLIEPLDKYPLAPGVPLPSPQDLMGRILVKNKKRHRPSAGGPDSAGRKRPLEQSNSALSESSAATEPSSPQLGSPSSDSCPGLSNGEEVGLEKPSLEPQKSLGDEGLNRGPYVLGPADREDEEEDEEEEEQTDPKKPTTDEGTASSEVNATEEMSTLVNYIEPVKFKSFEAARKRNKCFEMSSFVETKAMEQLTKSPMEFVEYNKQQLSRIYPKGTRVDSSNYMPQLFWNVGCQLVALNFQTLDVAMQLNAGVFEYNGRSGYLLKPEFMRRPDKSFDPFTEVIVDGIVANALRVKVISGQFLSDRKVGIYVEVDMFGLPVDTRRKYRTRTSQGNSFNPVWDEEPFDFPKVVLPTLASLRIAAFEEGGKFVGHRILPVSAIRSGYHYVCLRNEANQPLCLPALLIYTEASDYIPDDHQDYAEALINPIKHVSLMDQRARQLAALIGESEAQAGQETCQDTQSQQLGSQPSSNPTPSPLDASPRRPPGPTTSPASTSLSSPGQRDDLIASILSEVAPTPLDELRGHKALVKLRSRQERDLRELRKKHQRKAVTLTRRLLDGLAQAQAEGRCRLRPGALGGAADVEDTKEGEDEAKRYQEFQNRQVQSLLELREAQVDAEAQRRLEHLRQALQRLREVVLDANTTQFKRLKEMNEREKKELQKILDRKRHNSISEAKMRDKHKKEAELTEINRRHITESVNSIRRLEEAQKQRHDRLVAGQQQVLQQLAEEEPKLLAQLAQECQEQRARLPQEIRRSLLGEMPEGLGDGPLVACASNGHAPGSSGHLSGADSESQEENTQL
# hcDAF-12 act = activators of H. contortus DAF-12 nuclear receptor; 370,000 compounds, 1.4% hits; HEK293 hcDAF-12 lit1-tk-luc reporter, luminescence; 0% DMSO, 100% Δ7-dafachronic acid; activation, % at 6.8 µM; AID 652067;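 active = activation above the mean of all tested compounds plus 3 SD, cut at about 5.5% in these data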;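 also: 100% = response to 3 µM Δ7-dafachronic acid high control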
# NR1D1 modulator = modulators of human Rev-erb alpha DNA binding | P20393 | Rev-erbα–FITC-DNA binding, fluorescence polarization, 90 min | activity, % at 10 µM | 370,000 compounds, 0.79% hits;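 active = activity above about 14%, limit read from the data; passing the limit was not always enough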;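 also: 0% = DMSO wells with 35 nM protein and 100% = DMSO wells with 750 nM protein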
# The depositor's hits bear a star; nt = no result given.
SMILES,sPLA2-III inh,DAX1 inh-1,ssDAF-12 act,DAX1 inh-2,FXN GAA850 act,SMARCA2 act,hgDAF12 agonist,PG9 binder,PLCb3 inh,hcDAF-12 act,NR1D1 modulator
Cc1cc(C)nc(N2CCC(C(=O)NC3CCCc4ccccc43)CC2)n1 (stereo unspecified),7,-0.2,-1.4,-0.1,0.3,-4,-1.6,1.6,0,-0.4,7
Cc1ccc(S(=O)(=O)c2c(C)nn(C(C)(C)C)c2OC(=O)C(C)(C)C)cc1,3,-0.5,-1.3,0.0,-1.5,2,-1.1,-0.4,-1,-1.3,-2
NC(=O)c1ccc(NC(=O)COC(=O)CNC(=O)c2sc3ccccc3c2Cl)cc1,-5,0.8,-0.9,1.5,-0.5,-2,0.9,-0.4,-6,-0.6,-2
Cn1c(=O)c2c(nc(Br)n2C/C=N/NC(N)=S)n(C)c1=O,0,0.0,-1.9,nt,-0.1,2,-0.1,-1.2,-6,-1.2,-2
COc1ccc(S(=O)(=O)N2CCCOC2CNC(=O)C(=O)NCCCN2CCOCC2)cc1 (stereo unspecified),-4,0.2,-1.0,0.0,2.1,-3,-1.2,1.3,-3,-0.5,3
O=C(O)c1ccccc1-c1nc2ccccc2n1-c1ccccc1,2,-0.1,-1.1,0.8,2.9,0,1.7,-0.6,0,0.1,-4
CC(/C=N/NC(=O)c1nnn(-c2nonc2N)c1CN(C)C)=C\c1ccco1,-9,-0.1,-1.9,1.3,-0.2,-3,-1.3,-2.9,-17,-2.3,-2
Cc1ccc(CNC(=O)c2ccc(N3CCc4ccccc43)c([N+](=O)[O-])c2)cc1,7,-1.5,-0.7,-1.1,-0.6,-1,2.3,-1.1,4,-2.0,5
COc1c(N2CCN(C(=S)Nc3ccc(F)cc3)C(C)C2)c(F)cc2c(=O)c(C(=O)O)cn(C3CC3)c12 (stereo unspecified),3,0.3,-0.8,-0.1,2.4,-1,-0.1,0.1,-1,-0.8,-5
CC12CC3CC(C)(C1)CC(C(=O)Nc1nncs1)(C3)C2,2,-0.4,-1.0,2.2,0.8,0,0.2,-1.5,-4,-1.7,1
CC(=O)c1ccc(N2CCN(C(=O)CNS(=O)(=O)c3ccc4c(c3)OCCCO4)CC2)c(F)c1,-1,-1.4,-1.1,-1.2,1.4,-3,-3.3,0.5,-14,-2.3,4
Cc1ccc(NC(=S)N2CCC(NC(=O)c3ccco3)CC2)cc1C,2,0.1,-0.4,0.1,3.0,-1,0.5,-1.4,-2,1.5,-4
CCOC(=O)Cc1nnc(NC(=O)CC)s1,-4,-0.1,-1.1,0.5,0.3,1,-0.1,-2.4,-1,-1.3,-2
CC1(C)SC(=S)N(/N=C/c2ccccc2O)C1N(O)C(=O)Nc1ccccc1 (stereo unspecified),3,0.0,-1.4,-0.3,0.7,-2,1.9,-0.2,-11,-1.3,1
CCc1nc(SCC(=O)c2ccccc2)c2c(=O)n(C)c(=O)n(C)c2n1,-32,0.2,-1.2,-0.9,0.6,-3,-2.7,-0.9,-3,-0.8,-5
Cc1ccc(NC(=O)C2CCC(CNc3c(N4CCC(C)CC4)c(=O)c3=O)CC2)cc1F (stereo unspecified),3,-2.6,-3.0,-0.4,2.1,-4,-9.1,0.1,-4,-3.4,2
O=C1OCC=C1NNC(=O)c1cccnc1,2,0.1,-0.6,1.3,-1.5,2,0.8,-2.4,1,1.3,-5
CN(CC(=O)NC(=O)NCc1ccccc1)Cc1ccc(Cl)c(Cl)c1,-7,0.0,-1.6,0.2,1.2,-3,1.4,-0.4,-4,1.5,-6
COc1cccc(OC)c1-c1nn2c(-c3ccccc3Cl)nnc2s1,1,-0.5,-1.1,0.9,0.8,-1,-1.7,0.6,-7,-0.8,-8
CC(C)NC(=O)c1csc([C@@H]2O[C@H](CO)[C@H](O)[C@H](O)[C@H]2O)n1,4,1.1,-0.3,nt,2.4,-4,-2.1,1.4,3,-0.1,5
CCOC(=O)C(C)On1c(-c2ccc(Cl)cc2)nc2ccc([N+](=O)[O-])cc21 (stereo unspecified),-19,1.7,-0.2,2.4,0.1,2,14*,-1.1,1,2.1,-1
O=C(c1cccc2ccccc12)C1CCCN(C(=O)CCN2CCCO2)C1 (stereo unspecified),10,0.3,-1.8,-0.4,1.2,-6,-2.2,-0.3,-8,-1.4,0
C[C@@H]1CC=C[C@H]2[C@H]1C(=O)N(Cc1ccccc1)[C@H]2c1ccoc1,3,0.0,-1.2,0.1,-0.6,0,0.9,0.7,-5,-2.6,3
Cc1ccc(CNC(=O)c2oc3ccc(S(=O)(=O)N4CCOCC4)cc3c2C)cc1,-15,-1.8,-1.8,-2.7,0.8,-1,-3.0,-2.8,7,-1.4,2
C=CCNc1nc(-c2c(C)nc3sccn23)cs1,1,-0.2,-0.9,-0.6,-0.2,-2,0.7,-4.7,-1,-2.7,-1
CCCn1cc(SCC(=O)Nc2nnc(C)s2)c2ccccc21,-5,0.3,-0.9,0.8,0.2,-4,2.6,-1.1,8,1.2,2
O=C(CSc1ccc(Cl)cc1)Nc1ccc(C2SCCS2)cc1,-3,-0.8,-0.9,3.7,-1.0,3,1.8,-3.0,-8,0.5,0
Cn1c(CO)cnc1S(=O)(=O)Cc1ccc(Cl)cc1,0,0.7,-1.8,0.4,2.1,-2,-3.2,0.9,1,-1.2,1
Cc1cccc(C)c1NC(=O)C1(NC(=O)C2CCCN2C(=O)OC(C)(C)C)CCCCC1 (stereo unspecified),-6,-0.7,-0.9,-0.4,0.9,3,0.7,-0.6,2,1.1,10
O=C(c1cc2ccccc2oc1=O)N(Cc1ccco1)C1CCS(=O)(=O)C1 (stereo unspecified),11,1.5,0.3,0.9,7.0,5,13*,1.7,-5,4.8,-1
O=c1c2ccc(F)cc2nc2sc(Nc3ccc4c(c3)CCC4)nn12,5,nt,0.2,nt,nt,nt,11*,nt,-3,2.5,74*
CC(C(=O)N1CCCCC1)N(C)CC(=O)Nc1ccc(F)c(F)c1F (stereo unspecified),3,0.7,-0.5,3.0,0.3,-3,-0.1,-0.9,0,0.7,1
Nc1nc(Cl)nc2c1ncn2C1OC(CO)C(O)C1O (stereo unspecified),9,-0.8,-1.5,nt,-2.0,0,-0.1,-1.5,2,-1.5,0
Cc1cc(NC(=O)c2cnn3c(C(F)F)cc(-c4ccccc4)nc23)no1,-1,0.8,-1.0,-0.4,2.8,-2,-3.1,-1.7,-12,0.5,-6
O=C(NCCNC(=O)c1cc(OCC(F)(F)F)ccc1OCC(F)(F)F)Nc1ccc(Cl)cc1,2,-0.8,-1.0,nt,nt,2,1.4,0.9,5,0.0,1
COc1ccc(NS(=O)(=O)c2cn(C)c(=O)n(C)c2=O)cc1,7,0.3,-0.3,3.0,1.5,-5,-0.7,2.8,-5,0.6,-1
Cc1cc(C)nc(NC(N)=NCCc2ccccc2)n1,3,-4.4,-1.3,-2.9,-7.3,-4,-1.0,2.5,-1,-3.1,-2
CCC(C)N(C)Cc1cccc(C2(O)CCN(S(=O)(=O)c3ccc(F)c(C)c3)CC2)c1 (stereo unspecified),15,0.6,-1.2,1.6,1.4,-1,-0.5,0.1,3,-0.2,-1
O=C(O)c1cc(NCc2c(F)cccc2Cl)ccc1N1CCOCC1,13,0.1,-1.0,0.0,2.1,-3,-3.1,-3.5,-15,0.7,4
COCCNC(=O)c1onc(CS(=O)(=O)c2cc(C)cc(C)c2)c1C(=O)NCCOC,0,0.5,-1.3,0.3,0.4,0,0.7,0.2,0,0.2,-6

# An excerpt of these results, with values under each structure.
# Below each compound – sPLA2-III inh	DAX1 inh-1	ssDAF-12 act	DAX1 inh-2	FXN GAA850 act	SMARCA2 act	hgDAF12 agonist	PG9 binder	PLCb3 inh	hcDAF-12 act	NR1D1 modulator
> COc1ccc(NS(=O)(=O)c2cn(C)c(=O)n(C)c2=O)cc1
→ 7	0.3	-0.3	3.0	1.5	-5	-0.7	2.8	-5	0.6	-1
> Cc1cc(C)nc(NC(N)=NCCc2ccccc2)n1
→ 3	-4.4	-1.3	-2.9	-7.3	-4	-1.0	2.5	-1	-3.1	-2
> CCC(C)N(C)Cc1cccc(C2(O)CCN(S(=O)(=O)c3ccc(F)c(C)c3)CC2)c1 (stereo unspecified)
→ 15	0.6	-1.2	1.6	1.4	-1	-0.5	0.1	3	-0.2	-1
> O=C(O)c1cc(NCc2c(F)cccc2Cl)ccc1N1CCOCC1
→ 13	0.1	-1.0	0.0	2.1	-3	-3.1	-3.5	-15	0.7	4
> COCCNC(=O)c1onc(CS(=O)(=O)c2cc(C)cc(C)c2)c1C(=O)NCCOC
→ 0	0.5	-1.3	0.3	0.4	0	0.7	0.2	0	0.2	-6

# Carrying on:
SMILES,sPLA2-III inh,DAX1 inh-1,ssDAF-12 act,DAX1 inh-2,FXN GAA850 act,SMARCA2 act,hgDAF12 agonist,PG9 binder,PLCb3 inh,hcDAF-12 act,NR1D1 modulator
COc1ccccc1NC(=S)NC(=O)CCc1ccccc1,-2,-0.5,-0.7,0.8,0.4,-2,-0.3,-0.7,-6,-0.5,-1
CC(C)c1ccc(N)c(S(=O)(=O)O)c1,8,0.3,-1.6,-1.2,0.6,-1,0.4,-0.5,-7,0.4,3
Cc1ccc(CCNC(=O)C2CCCN(S(C)(=O)=O)C2)cc1 (stereo unspecified),-3,-0.3,-0.6,0.4,3.1,3,-0.5,-2.4,-2,-1.3,5
Cc1ccc(N2CC(O)(c3cccs3)[N+]3=C2CCCC3)cc1 (stereo unspecified),1,0.2,-1.8,0.2,-0.3,0,2.1,-0.5,-4,-0.9,-3
COc1ccc(Cn2c(CCC(=O)Nc3ccccc3OC)nc3cccnc32)cc1,-4,-0.3,-1.0,-0.1,0.2,-2,1.3,-3.0,4,-0.2,-1
Cc1ccc(C(=O)N2CCCCCC2)cc1S(=O)(=O)N1CCOCC1,-5,-0.8,-1.3,0.0,0.2,1,0.8,-1.7,-6,-1.4,-1
CCc1ccc([C@@H]2CC(=O)[C@@H]3CN(S(=O)(=O)c4ccccc4)[C@H](c4ccc(OC)cc4)C[C@@H]3N2S(=O)(=O)c2ccc(C)cc2)cc1,-6,-1.2,-1.2,nt,nt,-1,0.2,-1.3,4,1.3,7
COc1ccc(C(=O)NCCSc2ccccn2)cc1,4,3.2,0.2,0.0,2.5,5,12*,-2.3,4,6.4*,-4
CCOC(=O)c1oc2ccccc2c1CN1CC(C)OC(C)C1 (stereo unspecified),1,-0.2,-1.4,0.4,1.4,-2,-0.2,-0.9,-7,-1.7,2
O=C(NC1CCCCC1)c1cc(-c2ccco2)on1,1,3.1,-0.1,0.9,5.8,4,6.5,-0.2,1,3.4,0
Cc1nc2sc(C(c3ccco3)N3CCC(C)CC3)c(O)n2n1 (stereo unspecified),-5,0.3,-0.8,-0.3,0.3,2,0.7,-1.1,-12,-0.4,-4
CCCCNC(=O)CCC(=O)Nc1ccc2nc(N3CCOCC3)cc(C)c2c1,7,0.9,-0.5,0.2,1.7,3,3.8,3.1,-97,1.3,3
O=C(CCc1nnc(CCCCc2ccccc2)o1)NCCN1CCOC1=O,4,1.1,-0.7,-1.1,0.7,-3,1.1,-1.1,0,-0.1,2
Cc1c(C(=O)O)oc2ccc(S(=O)(=O)NCc3ccccc3)cc12,-4,0.2,-0.7,0.4,-0.2,0,-0.7,-0.7,0,-0.7,-1

# Bioassay records (PubChem)
